FUS yeast rescue – suppressors of FUS proteinopathy in yeast; 390,000 tested, 0.24% active; S. cerevisiae FUS-expressing, growth rescue, OD600, 24 h; Potency, µM (series often up to 76.6 µM), inactives show at the top dose growth rescue (activation), actives largely listed as activators;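 also: potency is read from the fitted curve at half-maximal effect; plate controls were DMSO vehicle for no effect and reference control for full effect; nearly all actives have a fitted effect of over 55% in size; some results filed as inactive show a strong effect at the top dose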
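Restored growth of FUS-toxic S. cerevisiae, read as 600 nm absorbance after 24 h at 30C in galactose medium (starting OD 0.005). Controls CP55940 and DMSO.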
EPAC1 ag – EPAC1 (human) agonism. O95398. EPAC1 agonist qHTS, biochemical assay; response scale: 100% = response to 6.5 mM cAMP. Potency, µM (top dose mostly 154 µM), without a hit: top-dose activation, actives largely listed as activators. 360,000 tested, 0.073% active. AID 720707; also: potency is read from the fitted curve at half-maximal effect; nearly all actives have a fitted effect of over 60% in size
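EPAC1 100 nM, Rap1B–BODIPY-GDP 250 nM, unlabeled GDP 50 uM; compound titration; 5 min RT; kinetic read ex480/em540 at 5-min intervals ×30 min; data normalized to 6.5 mM cAMP agonist control.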
PLK1 PBD inh – PLK1 (human) polo-box domain binding inhibition; Plk1 PBD binding of FITC phosphopeptide, fluorescence polarization; Potency, µM, for inactives: max response, negative = inhibition, actives largely listed as inhibitors; P53350; 360,000 tested, 2.8% active; also: potency is read from the fitted curve at half-maximal effect; series mostly up to about 57 µM; % is scaled to controls: 0 for no effect and ±100 for the full control effect; nearly all actives have a fitted effect of over 65% in size
WRN helicase inh – blocks human WRN helicase. WRN helicase unwinding, fluorescent forked duplex, kinetic. Q14191. Potency, µM (series often up to 114 µM), for the others: top-dose activity change, negative = inhibition, hits mostly inhibitors. 360,000 tested, 0.46% active; also: potency is read from the fitted curve at half-maximal effect; % is scaled to controls: 0 for no effect and ±100 for the full control effect; nearly all actives have a fitted effect of over 55% in size
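WRN at 20 nM final preincubated with compound 15 min at room temperature; reaction started with 100 nM fluorophore/quencher forked duplex oligonucleotide and 2 mM ATP final. Unwinding followed kinetically by red fluorescence (ex 525, em 598 nm).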
IL2 activator – activators of IL-2; IL-2 activation reporter assay, cell-based qHTS; stimulated with anti-CD3/CD4/CD28 beads; in transgenic mouse T cells; activation, % (series mostly up to about 46 µM); 360,000 tested, 0.065% active; AID 652025; in the data active = activation above about 50%; inconclusive = mostly about 30% to 49%; also: 0% is about no effect
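EGFP and DsRed fluorescence is measured by plate cytometry in unstimulated transgenic mouse T cells exposed to compound for 60 minutes, then stimulated 18 hours at 37 degrees C with anti-CD3/anti-CD4 beads plus anti-CD28.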
EPAC1 antag – blocks human EPAC1 exchange factor | EPAC1 GEF assay, Rap1b-BODIPY-GDP exchange fluorescence | Potency, µM (titrated, usually from 115 µM), for inactives: at the highest dose activity change, negative = inhibition, usual class: inhibitors | 360,000 tested, 0.14% active | O95398;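 also: potency is read from the fitted curve at half-maximal effect; plate controls were vehicle for no effect and positive control for full effect; nearly all actives have a fitted effect of over 50% in size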
Abeta yeast res – A-beta toxicity reversal in yeast; yeast expressing A-beta42, growth rescue, OD600, 48 h; response scale: 0% DMSO, 100% iron-clioquinol control; 410,000 tested, 0.063% active; Potency, µM (doses to about 46.1 µM), for the others: top-dose growth rescue, actives largely listed as activators; also: potency is read from the fitted curve at half-maximal effect; nearly all actives have a fitted effect of over 55% in size
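Growth rescue measured by 600 nm absorbance after 48 h yeast culture at 30 C with compound. Values normalized between DMSO and an equimolar ferric chloride plus clioquinol control.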
PI5P4K alpha inh – inhibitors of human PI5P4K alpha; P48426; PI5P4Kalpha enzyme, ADP-Glo luminescence, 60 min; stronger effect = lower value; max response, %; 330,000 tested, 1.2% active; AID 652105; active = max response of -50% or lower; inconclusive = between -30% and -50%; inactive = -30% or higher; also: value at the top dose of about 77 µM; % is scaled to controls: 0 for no effect and ±100 for the full control effect
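ADP-Glo luminescence end-point after a 60 min room-temperature kinase reaction. PI5P4Kalpha and substrate in HEPES pH 7.4 buffer with EGTA, 0.1% CHAPS and 5% DMSO; ATP at 5 microM final.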
Active calls of the source: *; ? = inconclusive; / = no result given; & = joins results of further samples; [ ] = another dose, or the depositor's remark. Unless noted, calls follow the shape of the dose curve; as a rule, active = well fitted curve in the direction sought with a large enough effect; inconclusive = small, poorly fitted or top-dose-only effect, or another doubt; inactive = no such curve, though single readings can be large; an effect the other way counts as inactive or inconclusive.

Order of results: FUS yeast rescue, EPAC1 ag, PLK1 PBD inh, WRN helicase inh, IL2 activator, EPAC1 antag, Abeta yeast res, PI5P4K alpha inh
CN(C(=O)c1ccccc1NC(=O)C(F)(F)F)c1ccccc1
 : 20%, 1%, -11%, -7%, 0.7, 14%, -11%, /
CCN(Cc1ccccc1)C(c1ccc(C)cc1)c1nnnn1C(C)(C)CC (stereo not given)
 : 6%, 4%, -10%, 0%, -0.3, -24%, -24%, -1
CN1C[C@@H]2[C@@H]3C(=O)N(Cc4ccccc4)C(=O)[C@@H]3[C@](C)(C1=O)N2C(=O)c1ccc(Cl)cc1
 : 12%, 7%, -2%, -4%, -0.1, -11%, 2%, 10
CN(C)CCCn1c2c(c(SCC(=O)Nc3cccc4ccccc34)nc1=O)CCC2
 : 14%, 8%, 4%, 2%, -0.1, -3%, 0%, 4
Cc1[nH]c(=O)c(C#N)c(C)c1CCC(=O)NCc1cccc(C(F)(F)F)c1
 : 25%, 10%, -8%, 13%, 2.9, 8%, 4%, 2
CCCOc1ccc(/C=N/NC(=O)c2ccc(Cn3cc([N+](=O)[O-])cn3)o2)cc1
 : /, -1%, -5%, -16%[57.1 µM], -1.6, -26%, 5%, -11
Cn1c(SCC(=O)Nc2ccc(N3CCOCC3)cc2)nnc1C1CC1
 : /, 0%, 2%, -1%, 3.7, 10%, -8%, 0
Cc1sc2ncnc(SCC(=O)Nc3ccc(S(=O)(=O)N4CCOCC4)cc3)c2c1C
 : ?, 7%, -8%, -9%, -0.8, -7%, 2%, -12
CCOC(=O)c1ccc(NC(=S)N(CCCN2CCN(CC)CC2)Cc2cccs2)cc1
 : 9%, -6%, -4%, -5%[57.1 µM], -1.3, ?, 3%, 7
Cc1cc(C)c(S(=O)(=O)Nc2cnc3ccccc3c2)c(C)c1
 : 59%, 21%, -11%, -5%, 0.9, -16%, -4%, 11
Cc1ccc(CNC(=O)CN2CCCC(C)C2)cc1 (stereo not given)
 : 20%, 6%, -4%, 15%, -0.9, 9%, -10%, 1
CCC(CC)NC(=O)CC(c1ccccc1)c1ccccc1
 : 32%, 2%, -8%, 9%, -0.9, -18%, -4%, 3
CCCCN(CC)CCNC(=O)c1cc2c(=O)[nH]c3ccccc3c2s1
 : -15%, -2%, 3%, 11%[57.1 µM], -0.1, 13%, -11%, 3
COc1cc(NC(=O)CSc2nc3[nH]ncc3c(=O)n2-c2ccccc2C)cc(OC)c1OC
 : /, 3%, -2%, -23%, -2.9, -8%, 4%, 6
CC1(C)Cc2ccccc2C(CSc2ccccc2C(=O)O)=N1
 : ?, -4%, -17%, ?, -1.1, -10%, -7%, -15
CC(=O)C1=CCC(c2ccc(Br)cc2)N(S(=O)(=O)c2ccc(C)cc2)C1 (stereo not given)
 : -1%, 11%, -1%, -7%, -1.0, -20%, 10%, 9
CC(C)CNC(=O)C(=O)NC1CCCC1
 : -4%, 7%, -10%, 6%, -1.4, -11%, 13%, 0
CCOc1ccccc1NC(=S)Nc1ccc(S(N)(=O)=O)cc1
 : 14%, 0%, -18%, -19%, 0.5, -3%, 12%, 2
CC(C)[C@H](NC(=O)OCc1ccccc1)C(=O)NCc1ccccc1
 : 13%, 14%, ?, 2%, 1.8, 1%, -8%, 0
Nc1c(-c2ccccc2)c(CN2CCOCC2)nn1-c1ccccc1
 : -8%, 3%, -8%, 3%, 0.1, -2%, -17%, 6
CN1CCC(N(C)C(=O)COc2ccccc2Cl)CC1
 : /, 1%, -8%, 7%, 0.7, -9%, 3%, 1
COC(=O)CCCC(=O)NC1CC(C)(C)Cc2c1cnn2-c1ccc(C)cc1 (stereo not given)
 : 13%, 5%, -14%, 7%, -2.5, -2%, 12%, 3
CC(C)c1nc2c(c(=O)c3ccccc3n2C)c(=O)n1CCc1ccccc1
 : 30%, 8%, -17%, 1%, -3.3, 7%, -56%[inhibitor], -6
CN(CC(=O)Nc1ccc(F)cc1)C(=O)C1Cc2ccccc2CN1S(C)(=O)=O (stereo not given)
 : 18%, 5%, 0%, -2%, -1.7, 11%, 14%, -15
Cn1c(CN2CCN(c3ccc(Cl)cc3)CC2)nc2ccccc21
 : 24%, 3%, -2%, -14%, -1.4, -6%, 23%, /
CN1CCN(C(=O)c2ccc(-c3cnn(C)c3)c3ccoc23)CC1
 : -8%, 1%, -7%, -7%, 0.2, 0%, -10%, -2
Cc1cccc(NC(=O)CCNS(=O)(=O)c2cccc3nsnc23)c1C
 : -4%&0%, 8%, -5%, 2%, -1.6, 12%, 12%&-17%, 6
CCC(C)c1ccccc1N1CC(C(=O)NCCCn2nc(C)cc2C)CC1=O (stereo not given)
 : 4%, 9%, 2%, 4%, -0.1, 15%, -2%, 0
Cc1ccc(C)c(NC(=O)CCC(=O)NNC(=O)COc2cc(C)ccc2C)c1
 : 27%, 8%, 4%, 9%, 2.4, -5%, -13%, -2
O=C(CSc1ccc(F)cc1)NC(=O)c1ccccc1
 : -16%, 0%, -1%, -1%, 0.4, 4%, 8%, 2
CCOC(=O)C1CCCN(C(=O)c2ccc3c(c2)OCO3)C1 (stereo not given)
 : -44%, 6%, -20%, 2%, -1.1, -12%, 21%, -1
CC(=O)Nc1c(O)c2ccccc2[nH]c1=O
 : -10%, -4%, -8%, 0%, 0.3, 20%, -4%, 3
CC1(C(=O)NS(=O)(=O)c2ccc(Cl)cc2)CCN1C(=O)Cc1cc(F)ccc1F (stereo not given)
 : 3%, -21%, 4%, 4%, 1.4, 10%, 4%, -4
Cc1ccc(Cn2nc(C)cc2C(=O)Nc2ccc(Cl)cc2)cc1
 : 3%, 5%, 2%, -16%, -1.0, -11%, -4%, 30
Cc1cccc(C)c1NC(=O)CNC(=O)c1ccccc1OCc1ccccc1
 : 0%, 26%, -6%, -12%, -0.2, -6%, 9%, 5
O=C(c1cc2nc(-c3ccc(F)cc3)cc(C(F)(F)F)n2n1)N1CCOCC1
 : -21%, 3%, -5%, 1%, -0.6, -9%, -1%, 2
N#C/C(=C\c1ccc(N2CCCCC2)o1)C(=O)Nc1cccc(Br)c1
 : 42%, ?, 22%, 89µM*, -57, 85%[activator], -29%, 1
O=S(=O)(c1ccccc1)N1CCC(=NO)CC1
 : -16%, -11%, -14%, 3%, 0.4, -18%, 0%, 2
CC(C)OC(=O)C1Cc2ccccc2CN1S(=O)(=O)c1cccs1 (stereo not given)
 : 21%, -3%, 2%, -2%[11.6 µM], -0.4, -17%, -5%, -11
CC1C(=O)N(Cc2cn(Cc3ccco3)nn2)CCS(=O)(=O)N1Cc1ccc(-c2cccc(CO)c2)cc1 (stereo not given)
 : ?, 4%, -4%, -14%, -1.8, -7%, 8%, 1
COc1ccc(CNC(=O)c2ccccc2[N+](=O)[O-])cc1
 : 13%, 1%, -7%, -1%, 1.5, 0%, 4%, /
O=C(Nc1ccc(Cl)cn1)c1cc2ccccc2o1
 : 0%, 1%, -8%, -23%, -1.5, 16%, -27%, 3
CC(=O)N1CCC(C(=O)Nc2ccccc2)(N(Cc2ccccc2)C(=O)c2cccnc2)CC1
 : 3%, 0%, -7%, 14%, 3.5, -9%, -7%, 3
Cc1cc(C)c(C(=O)COC(=O)c2ccc([N+](=O)[O-])o2)cc1C
 : 6%, 8%, -14%, 1%[57.1 µM], -0.7, -8%, -43%[inhibitor], 8
CC1CCC2(CC1)NC(=O)N(CC(=O)Nc1cccc(S(=O)(=O)N3CCCCC3)c1)C2=O (stereo not given)
 : -13%, -3%, -18%, 6%, -0.9, -15%, -15%, 6
CC(C)=CCN1CCN(CC#Cc2ccccc2)CC1CCO (stereo not given)
 : -1%, -10%, -3%, -6%, 0.4, -7%, 7%, -1
C=CCNc1nc(NCCCN2CCCC2=O)c2sc(-c3ccccc3)cc2n1
 : 10%, -2%, -5%, -10%, -0.4, -20%, -19%, -25
Cc1c(C#N)c2ccccc2n1CC(=O)N1CCCc2ccccc21
 : 5%, 5%, -16%, -9%, -0.2, -7%, 5%, -9
COc1cc(OC)cc(C(=O)NCCCN2CCN(CCCNC(=O)c3cc(OC)cc(OC)c3)CC2)c1
 : ?, 0%, -6%, -3%, 0.4, -6%, 11%, -4
COC(=O)c1[nH]c2ccccc2c1NC(=O)c1ccccc1F
 : 7%, -8%, -16%, 1%, -0.5, -2%, 0%, 0
CCC(CC)c1nnc(NC(=O)c2cc([N+](=O)[O-])ccc2N2CCOCC2)s1
 : -6%, -6%, ?, -2%, -0.2, 8%, 9%, -8
COc1ccc(/C=N/NC(=O)c2cccc(NC(=O)c3ccccc3Cl)c2)cc1
 : -6%, 11%, -1%, -3%, -2.2, -19%, 8%, -4
Cc1csc(SCC(=O)Nc2ccc(C)c(F)c2)n1
 : -5%, 5%, -8%, 2%, 0.7, -9%, -8%, 7
COc1ccc(-c2c(C(C)=O)c(C)n(C)c2C)cc1
 : -3%, 14%, -6%, -30%[57.1 µM], -0.1, 3%, 16%, 1
Cc1cc(Br)ccc1-n1[nH]c(C)c(C=Nc2cccc3nsnc23)c1=O
 : 14%, 6%, 27µM*, ?, -0.5, ?, -26%, -27
CC(=O)NC1C(OCc2ccccc2)OC2COC(c3ccccc3)OC2C1OCC(=O)O (stereo not given)
 : 29%, 9%, 21µM*, -29%, 1.3, -18%, -7%, -24
Nc1ncnc2[nH]c(=S)[nH]c12
 : 31%, 0%, ?, -6%, 0.0, -12%, 0%, ?

Among those listed so far, these contain a CF3 group:
Order of results: FUS yeast rescue, EPAC1 ag, PLK1 PBD inh, WRN helicase inh, IL2 activator, EPAC1 antag, Abeta yeast res, PI5P4K alpha inh
CN(C(=O)c1ccccc1NC(=O)C(F)(F)F)c1ccccc1
 : 20%, 1%, -11%, -7%, 0.7, 14%, -11%, /
Cc1[nH]c(=O)c(C#N)c(C)c1CCC(=O)NCc1cccc(C(F)(F)F)c1
 : 25%, 10%, -8%, 13%, 2.9, 8%, 4%, 2
O=C(c1cc2nc(-c3ccc(F)cc3)cc(C(F)(F)F)n2n1)N1CCOCC1
 : -21%, 3%, -5%, 1%, -0.6, -9%, -1%, 2

Screens from PubChem.
